PGE2 EP2 inh: inhibitors of human EP2 prostaglandin E2 receptor | C6 glioma cells expressing human EP2, cAMP TR-FRET; cells stimulated with saturating PGE2 | inhibition, % at 25 µM | 260,000 compounds, 0.52% hits;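 active = percent inhibition above 40 after rounding to a whole number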;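 note: rat C6 glioma host cells with rolipram phosphodiesterase inhibitor present; the protocol text gives 20 µM as final concentration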
Rad51 HR inh: blocks human Rad51 in homologous recombination; hRad51 DNA strand exchange, fluorescence dequenching; inhibition, % at 10 µM; Q06609; 200,000 compounds, 0.085% hits;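 active = inhibition above 40% at the single screening dose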;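 note: 0% = DMSO control wells and 100% = blanks with heterologous ssDNA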
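material = hRad51 filaments on single-stranded DNA | timing = filaments 15 min 37 °C, then compound 30 min | signal = FRET fluorescence dequenching, excitation 485 nm, emission 520 nm | benchmarks = control wells and blank wells on each plate | evaluation = percent inhibition relative to plate controls and blanks | compound = 10 µM final, single point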
eIF4E-4G inh: eIF4E/eIF4G interaction inhibition in translation initiation | TR-FRET eIF4E-eIF4GI(517-606) binding, 2 h | P63073+Q04637 | inhibition, % at 21.7 µM | 220,000 compounds, 0.37% hits;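 active = inhibition above about 30%, limit read from the data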;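 note: 0% = full FRET control wells and 100% = background wells lacking eIF4GI fragment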
Target sequence (P63073 whole entry, looked up, the tested form may be a part): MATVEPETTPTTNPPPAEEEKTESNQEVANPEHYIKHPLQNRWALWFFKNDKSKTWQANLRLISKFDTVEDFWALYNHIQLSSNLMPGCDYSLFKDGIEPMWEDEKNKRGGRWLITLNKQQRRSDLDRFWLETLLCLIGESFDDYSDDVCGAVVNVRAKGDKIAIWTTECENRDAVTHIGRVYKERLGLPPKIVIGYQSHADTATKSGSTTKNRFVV
Target sequence (Q04637 whole entry, looked up, the tested form may be a part): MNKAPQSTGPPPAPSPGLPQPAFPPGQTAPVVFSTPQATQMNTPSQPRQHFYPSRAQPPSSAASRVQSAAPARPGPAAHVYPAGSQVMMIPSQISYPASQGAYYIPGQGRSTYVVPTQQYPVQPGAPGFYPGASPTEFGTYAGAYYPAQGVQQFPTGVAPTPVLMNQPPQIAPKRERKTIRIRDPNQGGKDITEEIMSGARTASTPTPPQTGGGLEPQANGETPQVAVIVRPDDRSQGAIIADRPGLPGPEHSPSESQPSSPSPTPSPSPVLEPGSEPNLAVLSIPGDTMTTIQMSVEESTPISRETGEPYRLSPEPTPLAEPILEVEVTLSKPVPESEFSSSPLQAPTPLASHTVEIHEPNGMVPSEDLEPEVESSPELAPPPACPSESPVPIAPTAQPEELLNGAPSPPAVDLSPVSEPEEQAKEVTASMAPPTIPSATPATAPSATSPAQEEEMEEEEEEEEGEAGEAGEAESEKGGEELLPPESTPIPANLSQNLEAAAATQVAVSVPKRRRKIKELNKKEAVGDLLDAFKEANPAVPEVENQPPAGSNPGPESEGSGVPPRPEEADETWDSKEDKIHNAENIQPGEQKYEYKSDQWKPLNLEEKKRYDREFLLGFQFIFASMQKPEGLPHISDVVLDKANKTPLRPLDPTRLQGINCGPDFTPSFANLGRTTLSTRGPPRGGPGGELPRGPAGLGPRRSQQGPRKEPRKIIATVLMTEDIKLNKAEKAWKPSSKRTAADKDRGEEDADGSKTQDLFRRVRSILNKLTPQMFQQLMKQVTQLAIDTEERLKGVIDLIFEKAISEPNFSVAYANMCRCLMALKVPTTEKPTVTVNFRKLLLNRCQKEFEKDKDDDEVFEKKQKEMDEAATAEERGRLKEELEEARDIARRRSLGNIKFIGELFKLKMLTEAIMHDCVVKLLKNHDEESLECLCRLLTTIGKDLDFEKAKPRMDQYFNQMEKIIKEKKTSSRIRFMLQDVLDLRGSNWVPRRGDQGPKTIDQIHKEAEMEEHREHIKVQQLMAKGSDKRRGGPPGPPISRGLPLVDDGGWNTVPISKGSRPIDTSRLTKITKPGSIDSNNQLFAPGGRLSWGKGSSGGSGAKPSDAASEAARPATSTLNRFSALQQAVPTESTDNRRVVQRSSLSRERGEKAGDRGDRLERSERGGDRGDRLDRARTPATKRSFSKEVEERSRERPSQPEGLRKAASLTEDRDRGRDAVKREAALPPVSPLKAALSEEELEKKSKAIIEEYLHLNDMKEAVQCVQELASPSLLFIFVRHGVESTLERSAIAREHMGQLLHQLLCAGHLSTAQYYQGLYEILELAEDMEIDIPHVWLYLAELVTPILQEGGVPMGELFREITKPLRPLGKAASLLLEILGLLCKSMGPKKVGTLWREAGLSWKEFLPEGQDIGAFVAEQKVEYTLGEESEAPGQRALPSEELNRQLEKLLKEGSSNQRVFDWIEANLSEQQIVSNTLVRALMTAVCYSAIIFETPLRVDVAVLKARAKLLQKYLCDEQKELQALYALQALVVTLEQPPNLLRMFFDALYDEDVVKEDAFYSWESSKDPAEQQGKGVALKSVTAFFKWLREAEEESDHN
EP2 mod: EP2 receptor (human) modulation | P43116 | EP2-expressing cells, cAMP HTRF FRET, PGE2 co-stimulation | induction, % at 25 µM | 260,000 compounds, 0.83% hits;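 active = compounds whose cAMP rise, as percent of the full-agonist control response, exceeds 60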;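 note: rat C6 glioma line stably carrying human EP2 under a CMV promoter; the protocol text gives 20 µM as final concentration; 100% = response of wells given 1 µM PGE2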
m-calpain inh: blocks pig calpain II enzyme activity; inhibition, % at 16 µM; 220,000 compounds, 0.37% hits; purified calpain II, fluorogenic peptide substrate, 30 min; AID 1236;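 active = inhibition above about 50%, limit read from the data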
Hck Nef HTS: inhibitors of human Hck kinase activated by Nef | inhibition, % at 20 µM | 220,000 compounds, 0.68% hits | Recombinant Hck-YEEI plus Nef, Z-Lyte FRET kinase assay | P08631 | AID 463187;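 active = Hck-Nef kinase inhibition above about 50%, limit read from the data; inactive = inhibition below that limit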;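 note: 0% = DMSO with Hck plus Nef and 100% = Hck alone without Nef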
zVAD death inh: blocks zVAD induced death of L929 cells. L929 zVAD necroptosis rescue, ATP luminescence, 24 h; with zVAD 60 µM. viability rescue, % at 10 µM. 220,000 compounds, 0.38% hits;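 active = activation, scaled between plate controls, above about 75%, limit read from the data; inactive = activation under that limit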;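 note: 0% = zVAD with DMSO and 100% = DMSO alone without zVAD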
14-3-3 Bad inh: disrupts binding of bovine 14-3-3 zeta to phospho-Bad peptide; P63103; TR-FRET 14-3-3zeta/Dy647-pBad peptide displacement, 1 h; inhibition, % at 21.7 µM; 220,000 compounds, 0.71% hits; AID 781;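 active = inhibition above about 70%, limit read from the data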;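 note: 0% = full 14-3-3 plus peptide FRET controls and 100% = background without 14-3-3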
TbHK1 inh: T. brucei hexokinase 1 inhibition; recombinant TbHK1, G6PDH-coupled NADH A340; inhibition, % at 10 µM; 220,000 compounds, 0.11% hits;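 active = inhibition of 50% or more in the single-dose primary screen; inactive = inhibition below 50%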
The depositor's hits bear a star; [ ] = dose if it differs, or a comment. These rows are one share of the data; the hit share may differ from the screen's.

`COc1ccc(C2CC(C(F)(F)F)n3nc(C(=O)N(C)Cc4cn(C)nc4C)c(Cl)c3N2)cc1` (stereo not given) gave PGE2 EP2 inh 8, Rad51 HR inh -1, eIF4E-4G inh -3, EP2 mod 4, m-calpain inh -32, Hck Nef HTS 0, zVAD death inh 1.2, 14-3-3 Bad inh -15[fluorescence artefact?] and TbHK1 inh -11.
Screening COc1ccc(Oc2cc(Cl)nc(N)n2)cc1 returned PGE2 EP2 inh 4, Rad51 HR inh -1, eIF4E-4G inh -2, EP2 mod -7, m-calpain inh 15, Hck Nef HTS 25, zVAD death inh 0.1, 14-3-3 Bad inh -8 and TbHK1 inh 1.
Screening Cc1ccc(S(=O)(=O)N2CCC(=O)N(CCOCc3ccc(C(F)(F)F)cc3)CC2)cc1 returned PGE2 EP2 inh 10, Rad51 HR inh 2, eIF4E-4G inh 3, EP2 mod -5, m-calpain inh -11, Hck Nef HTS -2, zVAD death inh 4.5, 14-3-3 Bad inh 14 and TbHK1 inh -8.
COc1cccc(CNC(=O)C2CCN(Cc3cnn(-c4ccccc4)c3-n3cccc3)CC2)c1 was read as PGE2 EP2 inh 14, Rad51 HR inh -8, eIF4E-4G inh -5[fluorescence artefact?], EP2 mod 7, m-calpain inh 42, Hck Nef HTS -22, zVAD death inh -0.5, 14-3-3 Bad inh -6[fluorescence artefact?] and TbHK1 inh -1.
CCN1c2ccc(S(=O)(=O)N3CCOCC3)cc2N(Cc2ccc(OC)cc2)C1C (stereo not given) was read as PGE2 EP2 inh 2, Rad51 HR inh -14, eIF4E-4G inh 1, EP2 mod -16, m-calpain inh -12, Hck Nef HTS -5, zVAD death inh 0.5, 14-3-3 Bad inh -9 and TbHK1 inh -2.
`Cc1ccc(NC(=O)COC(=O)/C=C/c2ccc(Br)o2)cc1S(=O)(=O)N(C)C` gave PGE2 EP2 inh -1, Rad51 HR inh -2, eIF4E-4G inh -1, EP2 mod -21, m-calpain inh -104, Hck Nef HTS 53*, zVAD death inh 27, 14-3-3 Bad inh -19 and TbHK1 inh -8.
`COc1ccc(-c2nnc(SCc3ccc(C(=O)O)cc3)n2N)cc1` gave PGE2 EP2 inh 3, Rad51 HR inh 3, eIF4E-4G inh -1, EP2 mod 15, m-calpain inh -17, Hck Nef HTS 1, zVAD death inh 0.3, 14-3-3 Bad inh 2 and TbHK1 inh -2.
CCOc1ccc(-n2c(C)nnc2SCC(=O)N(CC)CC)cc1 was read as PGE2 EP2 inh 10, Rad51 HR inh 0, eIF4E-4G inh -5, EP2 mod 16, m-calpain inh -48, Hck Nef HTS 1, zVAD death inh 0.0, 14-3-3 Bad inh -5 and TbHK1 inh -5.
For COC(=O)C1=C(C)NC(=O)NC1c1ccc([N+](=O)[O-])o1 (stereo not given) the results were PGE2 EP2 inh 7, eIF4E-4G inh -5, EP2 mod -10, m-calpain inh 19, Hck Nef HTS 2, zVAD death inh -0.3, 14-3-3 Bad inh -2 and TbHK1 inh -18.
CCOC(=O)/C(=C/C=C1\Sc2ccccc2N1CC)C(C)=O was read as PGE2 EP2 inh 17, Rad51 HR inh inactive, eIF4E-4G inh -4, EP2 mod -15, m-calpain inh 9, Hck Nef HTS 1, zVAD death inh 0.9, 14-3-3 Bad inh -15 and TbHK1 inh -5.
For CCCCN(CCCC)S(=O)(=O)c1ccc(C(=O)Nc2nnc(COC)o2)cc1 the results were PGE2 EP2 inh 17, Rad51 HR inh 7, eIF4E-4G inh -8, EP2 mod 24, m-calpain inh -24, Hck Nef HTS -3, zVAD death inh 0.1, 14-3-3 Bad inh -1 and TbHK1 inh 40.
Screening NC(=O)c1c(NC(=O)COC(=O)CSc2nnc(-c3ccc(Cl)cc3)o2)sc2c1CCC2 returned PGE2 EP2 inh 10, Rad51 HR inh -3, eIF4E-4G inh 0, EP2 mod -25, m-calpain inh -65, Hck Nef HTS 6, zVAD death inh 0.1, 14-3-3 Bad inh -10 and TbHK1 inh -1.
`CCCN(CCC)C(=O)CSc1nc2n[nH]c(C)c2c(=N)n1-c1ccc(OCC)cc1` gave PGE2 EP2 inh 13, Rad51 HR inh 0, eIF4E-4G inh -4, EP2 mod 5, m-calpain inh -34, Hck Nef HTS 1, zVAD death inh 6.6, 14-3-3 Bad inh -2 and TbHK1 inh -21.
For CCOc1cccc(C(=O)Nc2ccc(N3CCN(S(C)(=O)=O)CC3)cc2)c1 the results were PGE2 EP2 inh 12, Rad51 HR inh -5, eIF4E-4G inh 10, EP2 mod 24, m-calpain inh -168, Hck Nef HTS 1, zVAD death inh 0.8, 14-3-3 Bad inh -5 and TbHK1 inh 5.
Screening CCC(C)c1ccccc1NC(=O)COC(=O)CCc1cc(OC)c(OC)c(OC)c1 (stereo not given) returned PGE2 EP2 inh 6, Rad51 HR inh 2, eIF4E-4G inh 15, EP2 mod -1, m-calpain inh 8, Hck Nef HTS 2, zVAD death inh 0.6, 14-3-3 Bad inh -16[fluorescence artefact?] and TbHK1 inh 37.
Cc1ccc(CSCCNC(=O)c2ccc(Cl)c(S(=O)(=O)N3CCOCC3)c2)cc1 was read as PGE2 EP2 inh 16, Rad51 HR inh 8, eIF4E-4G inh 2, EP2 mod -70, m-calpain inh 19, Hck Nef HTS -21, zVAD death inh 0.6, 14-3-3 Bad inh -13 and TbHK1 inh 9.
Screening COC(=O)CSc1nc(C)c(C)c(C)c1C(N)=O returned PGE2 EP2 inh 7, Rad51 HR inh 4, eIF4E-4G inh 2, EP2 mod -7, m-calpain inh -20, Hck Nef HTS -1, zVAD death inh 2.8, 14-3-3 Bad inh -3 and TbHK1 inh -4.
For CSCCC(NC(=O)c1ccc(C(C)(C)C)cc1)C(=O)O (stereo not given) the results were PGE2 EP2 inh 2, Rad51 HR inh -4, eIF4E-4G inh -2, EP2 mod 16, m-calpain inh -20, Hck Nef HTS 22, zVAD death inh 2.4, 14-3-3 Bad inh -15 and TbHK1 inh 2.
`CN(C)c1ccc(C(=O)c2ccc(O)cc2O)cc1` gave PGE2 EP2 inh 11, Rad51 HR inh 11, eIF4E-4G inh 4, EP2 mod 17, m-calpain inh 3, Hck Nef HTS 15, zVAD death inh -0.5, 14-3-3 Bad inh -8 and TbHK1 inh -23.
Screening CC[n+]1c(/C=C/N(C)c2ccccc2)oc2ccccc21 returned PGE2 EP2 inh 8, Rad51 HR inh -33, eIF4E-4G inh 2, EP2 mod -11, m-calpain inh 17, Hck Nef HTS 4, zVAD death inh 0.4, 14-3-3 Bad inh 3[fluorescence artefact?] and TbHK1 inh -86.

6 compounds already listed, sorted by count of non-hydrogen atoms, low to high.
Screening COc1ccc(Oc2cc(Cl)nc(N)n2)cc1 returned PGE2 EP2 inh 4, Rad51 HR inh -1, eIF4E-4G inh -2, EP2 mod -7, m-calpain inh 15, Hck Nef HTS 25, zVAD death inh 0.1, 14-3-3 Bad inh -8 and TbHK1 inh 1.
Screening COC(=O)CSc1nc(C)c(C)c(C)c1C(N)=O returned PGE2 EP2 inh 7, Rad51 HR inh 4, eIF4E-4G inh 2, EP2 mod -7, m-calpain inh -20, Hck Nef HTS -1, zVAD death inh 2.8, 14-3-3 Bad inh -3 and TbHK1 inh -4.
For COC(=O)C1=C(C)NC(=O)NC1c1ccc([N+](=O)[O-])o1 (stereo not given) the results were PGE2 EP2 inh 7, eIF4E-4G inh -5, EP2 mod -10, m-calpain inh 19, Hck Nef HTS 2, zVAD death inh -0.3, 14-3-3 Bad inh -2 and TbHK1 inh -18.
Screening NC(=O)c1c(NC(=O)COC(=O)CSc2nnc(-c3ccc(Cl)cc3)o2)sc2c1CCC2 returned PGE2 EP2 inh 10, Rad51 HR inh -3, eIF4E-4G inh 0, EP2 mod -25, m-calpain inh -65, Hck Nef HTS 6, zVAD death inh 0.1, 14-3-3 Bad inh -10 and TbHK1 inh -1.
`COc1ccc(C2CC(C(F)(F)F)n3nc(C(=O)N(C)Cc4cn(C)nc4C)c(Cl)c3N2)cc1` (stereo not given) gave PGE2 EP2 inh 8, Rad51 HR inh -1, eIF4E-4G inh -3, EP2 mod 4, m-calpain inh -32, Hck Nef HTS 0, zVAD death inh 1.2, 14-3-3 Bad inh -15[fluorescence artefact?] and TbHK1 inh -11.
COc1cccc(CNC(=O)C2CCN(Cc3cnn(-c4ccccc4)c3-n3cccc3)CC2)c1 was read as PGE2 EP2 inh 14, Rad51 HR inh -8, eIF4E-4G inh -5[fluorescence artefact?], EP2 mod 7, m-calpain inh 42, Hck Nef HTS -22, zVAD death inh -0.5, 14-3-3 Bad inh -6[fluorescence artefact?] and TbHK1 inh -1.

(more compounds)
`N#C/C(=C/c1ccc(Sc2nc3ccccc3[nH]2)o1)c1ccccc1F` gave PGE2 EP2 inh 8, Rad51 HR inh -5, eIF4E-4G inh -1, EP2 mod -60, m-calpain inh 35, Hck Nef HTS -1, zVAD death inh -1.0, 14-3-3 Bad inh 12[fluorescence artefact?] and TbHK1 inh -14.
`C=C(C)Cn1c(SCC(=O)O)nnc1-c1ccc(OC)cc1` gave PGE2 EP2 inh 3, Rad51 HR inh 5, eIF4E-4G inh -7[fluorescence artefact?], EP2 mod -4, m-calpain inh -31, Hck Nef HTS 2, zVAD death inh -0.3, 14-3-3 Bad inh -5[fluorescence artefact?] and TbHK1 inh -10.
CCN(C1CCCCC1)S(=O)(=O)c1cc(C)ccc1OC was read as PGE2 EP2 inh 3, Rad51 HR inh 2, eIF4E-4G inh -1, EP2 mod 35, m-calpain inh 4, Hck Nef HTS 14, zVAD death inh 0.9, 14-3-3 Bad inh 4 and TbHK1 inh 3.
Screening C/C(N)=C(/C#N)C(=O)COC(=O)c1ccccc1C(=O)c1ccc(C)cc1 returned PGE2 EP2 inh 7, Rad51 HR inh -6, eIF4E-4G inh 1, EP2 mod 1, m-calpain inh -15, Hck Nef HTS -11, zVAD death inh 0.6, 14-3-3 Bad inh -3 and TbHK1 inh 3.
O=C(c1ccc2c(c1)C(=O)N(Cc1ccco1)C2O)N1CCOCC1 (stereo not given) was read as PGE2 EP2 inh 13, Rad51 HR inh 0, eIF4E-4G inh 2, EP2 mod 5, m-calpain inh -42, Hck Nef HTS 0, zVAD death inh -0.7, 14-3-3 Bad inh 6 and TbHK1 inh -2.
`CC(C)Oc1cccc(C(=O)NC(=S)Nc2ccccc2)c1` gave PGE2 EP2 inh 2, Rad51 HR inh 11, eIF4E-4G inh -7, EP2 mod -10, m-calpain inh 19, Hck Nef HTS 3, zVAD death inh -0.5, 14-3-3 Bad inh 2 and TbHK1 inh 1.
COc1ccc2c(C(F)(F)F)cc(=O)oc2c1C was read as PGE2 EP2 inh 7, Rad51 HR inh 2, eIF4E-4G inh 2, EP2 mod 32, m-calpain inh -328, Hck Nef HTS 15, zVAD death inh 2.0, 14-3-3 Bad inh 5[fluorescence artefact?] and TbHK1 inh -6.
COC(=O)CSc1nc(C2CC2)nc2ccccc12 was read as Rad51 HR inh -4, eIF4E-4G inh 11, EP2 mod 4, m-calpain inh 29, Hck Nef HTS -1, zVAD death inh 2.0, 14-3-3 Bad inh 2 and TbHK1 inh -10.

Source: PubChem BioAssay (several laboratories)
